# Screening results as filed in PubChem BioAssay.
# D1 ag: Allosteric Agonists of the Human D1 Dopamine Receptor: qHTS; actives 1% (n = 360,000); HEK293 T-REx D1 cells, calcium flux, agonist mode; D(1A) dopamine receptor (Homo sapiens), P21728; AID 504660, 2011; activation, % at 2 µM; in the data active = activation above about 30%; note: 0% is about no effect
#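 Tetracycline-induced HEK293 TREx D1 cells, force-coupled to calcium signalling, were dye-loaded with a no-wash calcium kit. Compound was pin-added after a 10 s baseline. Fluorescence was read kinetically at 1 cycle/s for 180 s, with calcium rises flagged as agonism.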
# GRP78 ERSR act: qHTS for Inducers of the Endoplasmic Reticulum Stress Response (ERSR) in Human Glioma: qHTS. U87-MG GRP78 promoter luciferase reporter, 16 h. Potency, µM, for the others: at the top dose activation, hits mostly activators. actives 0.02% (n = 420,000); note: potency is the fitted concentration of half-maximal effect; series mostly up to about 76 µM; % of control where 0% means no effect; nearly all actives have a fitted effect of over 35% in size
#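 Stably transfected U87-MG glioma cells carrying a GRP78-based luciferase sensor; 16 h compound incubation. Luminescence end-point read 10 min after Bright-Glo addition at room temperature.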
# D2 potentiator: HTS Assay for Positive Allosteric Modulators of the Human D2 Dopamine Receptor: Primary Screen for Potentiators. D(2) dopamine receptor (Homo sapiens), P14416. HEK293 T-REx D2, calcium flux, EC20 dopamine potentiation. potentiation, % at 10 µM. actives 0.34% (n = 340,000). AID 485347, 2010;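 active = potentiation over 3 SD above the plate norm, cut at about 30% in these data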; note: 0% is about no effect
#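 Tetracycline-induced Hek293 Trex D2 cells, force-coupled to calcium, loaded with no-wash calcium dye. Compound added with 180 s kinetic read for agonism, then EC20 dopamine and a further 180 s read for potentiation.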
# RXFP1 ag: qHTS Assay for Agonists of the Relaxin Receptor RXFP1; HEK293T-RXFP1 cAMP TR-FRET, 30 min; response scale: percent of porcine relaxin response, buffer zero; Potency, µM (titrated, usually from 57.5 µM), for inactives: at the top dose activation, hits mostly activators; actives 0.3% (n = 370,000); note: potency is the fitted concentration of half-maximal effect; % is set by controls: 0 for no effect and ±100 for the full control effect; nearly all actives have a fitted effect of over 60% in size; many of its hits are not listed in these tables
# Target sequence (Q9HBX9 whole entry, looked up): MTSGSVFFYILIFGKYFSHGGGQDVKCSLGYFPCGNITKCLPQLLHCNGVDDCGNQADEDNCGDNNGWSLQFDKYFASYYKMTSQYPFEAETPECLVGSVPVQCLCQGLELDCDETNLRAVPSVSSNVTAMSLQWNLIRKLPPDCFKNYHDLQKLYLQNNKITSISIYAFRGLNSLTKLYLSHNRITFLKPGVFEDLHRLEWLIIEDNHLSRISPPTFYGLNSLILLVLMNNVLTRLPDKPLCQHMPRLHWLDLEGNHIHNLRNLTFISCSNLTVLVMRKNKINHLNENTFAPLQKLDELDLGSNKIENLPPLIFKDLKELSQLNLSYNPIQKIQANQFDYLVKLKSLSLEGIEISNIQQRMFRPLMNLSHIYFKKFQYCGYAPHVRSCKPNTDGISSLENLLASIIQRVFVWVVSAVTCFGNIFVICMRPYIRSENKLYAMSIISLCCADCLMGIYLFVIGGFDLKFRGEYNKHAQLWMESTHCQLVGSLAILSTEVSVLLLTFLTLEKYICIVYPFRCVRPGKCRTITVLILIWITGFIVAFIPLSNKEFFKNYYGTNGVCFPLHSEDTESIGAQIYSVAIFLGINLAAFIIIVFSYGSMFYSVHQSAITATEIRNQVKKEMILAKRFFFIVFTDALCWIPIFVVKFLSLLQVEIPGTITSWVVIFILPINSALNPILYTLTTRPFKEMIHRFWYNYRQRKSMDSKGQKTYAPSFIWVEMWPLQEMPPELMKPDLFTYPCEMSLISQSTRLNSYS
#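 HEK293 cells stably expressing RXFP1, treated 30 min at 37C with compounds plus PDE4 inhibitor Ro 20174; cAMP measured by HTRF TR-FRET. Normalized to buffer and 29 nM porcine relaxin; EC50 by Hill fit.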
# RXFP1 antag: qHTS Assay for Antagonists of the Relaxin Receptor RXFP1; Relaxin receptor 1 (Homo sapiens), Q9HBX9; HEK293-RXFP1, relaxin-stimulated cAMP HTRF, 30 min; hits give low values; activity change, negative = inhibition, % at 57.5 µM; actives 0.59% (n = 350,000); AID 1259400, 2018;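 active = activity change of -60% or lower, but not beyond a set lower limit; inconclusive = change between -60% and -40%, or beyond the set limit; inactive = change above -40%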; note: % is set by controls: 0 for no effect and ±100 for the full control effect
# D1 potentiator: Potentiators of Human D1 Dopamine Receptor: qHTS | actives 0.036% (n = 360,000) | HEK293 TREx D1 cells, calcium flux, dopamine EC20 potentiation | AID 504651, 2011 | potentiation, % at 10 µM | D(1A) dopamine receptor (Homo sapiens), P21728; in the data active = potentiation above about 30%; note: 0% is about no effect
# D1 antagonist: Antagonist of Human D 1 Dopamine Receptor: qHTS. HEK293 TREx D1 cells, calcium flux, dopamine EC80; hits give low values. activity change, negative = inhibition, % at 10 µM. actives 3.2% (n = 360,000). AID 504652, 2011; in the data active = activity change below about -30%; note: % is set by controls: 0 for no effect and ±100 for the full control effect
#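 Calcium flux readout: force-coupled, inducible Hek293 Trex D1 line, cells induced overnight at 30 C with tetracycline, dye-loaded 30–90 min at RT. Antagonism scored against EC80 dopamine challenge given 180 s after compound.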
# Vif-APOBEC3F blk: qHTS for Inhibitors of Vif-A3F Interactions: qHTS. HeLa A3F-eYFP + Vif (tagged APOBEC3F with the HIV-1 protein that degrades it), YFP fluorescence increase. Potency, µM (highest dose often 46.1 µM), for the others: at the top dose activity, negative = active. actives 0.2% (n = 390,000); note: potency is the fitted concentration of half-maximal effect; % of control where 0% means no effect; nearly all actives have a fitted effect of over 65% in size
#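 HeLa cells stably expressing A3F-eYFP plus Vif, plated and incubated overnight at 37 deg C, then exposed to compounds overnight at 37 deg C. Blocked degradation read as raised yellow fluorescence (Ex 488/Em 500-530).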
# Vif-A3G inh: qHTS for Inhibitors of Vif-A3G Interactions: qHTS; DNA dC->dU-editing enzyme APOBEC-3G (Homo sapiens), Q9HC16; HeLa A3G-eYFP + Vif (tagged APOBEC3G with the HIV-1 protein that degrades it), YFP fluorescence, overnight; AID 602310, 2012; actives 0.076% (n = 410,000); Potency, µM (doses to about 46.1 µM), inactives show top-dose activity, negative = active, hits mostly inhibitors;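 note: potency is the fitted concentration of half-maximal effect; % is set by controls: 0 for no effect and ±100 for the full control effect; nearly all actives have a fitted effect of over 60% in size; hits raise eYFP signal because A3G escapes Vif-driven loss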
#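 HeLa cells stably expressing Vif and C-terminally eYFP-tagged A3G, seeded overnight at 37 deg C, then exposed to compound by pintool overnight at 37 deg C. Rise in yellow fluorescence (Ex 488/Em 500-530, Acumen) marks blocked Vif-driven A3G degradation.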
# Active calls of the source: *; u = inconclusive; x = not tested or not shown; & = joins results of further samples. Unless noted, calls come from the whole dose curve; as a rule, active = well fitted curve in the direction sought with a large enough effect; inconclusive = small, poorly fitted or top-dose-only effect, or another doubt; inactive = no such curve, though single readings can be large; an effect the other way counts as inactive or inconclusive. A portion of the library, so the mix of outcomes need not match the whole.
1: CS(=O)(=O)c1ccc(-c2nnc(NC(=O)c3ccco3)o2)cc1
2: Cc1ccc(OCCCC(=O)N2CCOCC2)cc1
3: COc1ccc(NC(=O)c2cccc(N3C(=O)C4CC=C(C)CC4C3=O)c2)c(OC)c1 (configuration not stated)
4: O=C(NCCN1CCCCC1)c1ccc(Oc2cc(Cl)cc(Cl)c2)o1
5: O=c1ccc(Cl)nn1-c1ccccc1
6: CN(C)/C=C(\C#N)S(=O)(=O)C(C)(C)C
7: CCNC(=S)NNC(=O)c1cc(-c2ccc(OCC)cc2)nc2ccccc12
8: Cc1cccc(S(=O)(=O)Nc2nc3ccccc3nc2Nc2ccc3c(c2)OCO3)c1

compound no.	1	2	3	4	5	6	7	8
D1 ag	-1	1	1	6	x	4	8	20
GRP78 ERSR act	-4%	-5%	1%	-2%	1%	-4%	-7%	-2%
D2 potentiator	-2	11	-1	-12	x	11	13	-12
RXFP1 ag	0.0%	3.4%	0.7%	0.3%	x	1.0%	0.6%	-0.1%
RXFP1 antag	-7	-6	-2	-3	1	7	-10	7
D1 potentiator	-4	-4	-9	0	x	-1	-6	-6
D1 antagonist	-1	-8	-51*	13	x	-20	-33*	-11
Vif-APOBEC3F blk	-18%	-6%	21%	13%	5%	18%	-3%	-6%
Vif-A3G inh	0%	-1%	-1%	1%	1%	1%	0%	-3%

9: COc1ccc2c(C)cc(N3CCOCC3)nc2c1
10: COc1cc(/C=N/N=C2/C(=O)Nc3ccccc32)cc(OC)c1O
11: CC(C)(C)c1ccc(C(=O)NCCC(=O)Nc2ccc3c(c2)OCCO3)cc1
12: COc1ccc(NC(=O)CCn2cnc3onc(-c4ccc(F)cc4)c3c2=O)cc1OC
13: O=C1C2CCCN2C(=S)N1c1ccccc1 (configuration not stated)
14: CCOC(=O)[C@H]1[C@H]2COc3ccccc3[C@@H]2N2C(=O)c3cc(Cl)ccc3NC(=O)[C@@]12C
15: CC(C)(C)OC(=O)NCCc1nnc(SCC(=O)Nc2cccc(Cl)c2)o1
16: COc1ccccc1NC1=NC(C)(C)N=C(N)N1

compound no.	9	10	11	12	13	14	15	16
D1 ag	0	1	-1	-1	4	0	6	2
GRP78 ERSR act	4%	-2%	-3%	-5%	-4%	4%	-3%	0%
D2 potentiator	-11	-7	11	-9	-8	-4	8	9
RXFP1 ag	0.6%	-2.4%	0.2%	0.5%	3.6%	0.6%	0.0%	-2.2%
RXFP1 antag	-4	-6	-10	-17	0	x	-10	14
D1 potentiator	-4	1	-4	2	0	-4	-1	-4
D1 antagonist	-4	7	5	0	-10	-19	-26	2
Vif-APOBEC3F blk	0%	2%	1%	-7%	-7%	0%	-6%	-10%
Vif-A3G inh	1%	-29%	0%	2%	1%	-10%	0%	4%

# One compound at a time, as listed above. Order of screens: D1 ag	GRP78 ERSR act	D2 potentiator	RXFP1 ag	RXFP1 antag	D1 potentiator	D1 antagonist	Vif-APOBEC3F blk	Vif-A3G inh
# Profile of `O=C1C2CCCN2C(=S)N1c1ccccc1` (configuration not stated) = 4	-4%	-8	3.6%	0	0	-10	-7%	1%
# Profile of `COc1ccc(NC(=O)CCn2cnc3onc(-c4ccc(F)cc4)c3c2=O)cc1OC` = -1	-5%	-9	0.5%	-17	2	0	-7%	2%
# Profile of `COc1ccc2c(C)cc(N3CCOCC3)nc2c1` = 0	4%	-11	0.6%	-4	-4	-4	0%	1%
# Profile of `CC(C)(C)OC(=O)NCCc1nnc(SCC(=O)Nc2cccc(Cl)c2)o1` = 6	-3%	8	0.0%	-10	-1	-26	-6%	0%

# Remaining list, next part.
17: O=C(NCc1cc([N+](=O)[O-])ccc1O)c1cccnc1Sc1ccccc1Cl
18: O=C(O)c1ccc(Cl)c(S(=O)(=O)N(Cc2ccccc2)c2ccc(Cl)cc2)c1
19: COc1ccc(-c2sc3ccccc3c2C#CCO)cc1
20: CCc1c(C)nc(N2CCN(c3ccccc3)CC2)[nH]c1=O
21: CCS(=O)(=O)Nc1c(C)n(C)n(-c2ccccc2)c1=O
22: COc1ccc(N/N=C(/N=Nc2nc(C)cc(=O)[nH]2)c2ccccc2)cc1
23: O=C(Nc1ccc(C(=O)c2ccc(C(=O)O)c(C(=O)O)c2)cc1)c1ccccc1
24: O=S1(=O)CCN(Cc2ccc(Cl)c(Cl)c2)CC1

compound no.	17	18	19	20	21	22	23	24
D1 ag	6	3	2	8	2	0	4	3
GRP78 ERSR act	0%	-4%	-3%	-3%	-4%	0%	-3%	-2%
D2 potentiator	x	-8	4	9	-6	16	2	14
RXFP1 ag	1.3%	4.7%	4.2%	-0.6%	1.7%	-0.1%	-0.2%	3.9%
RXFP1 antag	5	-6	x	7	-15	-16	9	-2
D1 potentiator	3	-7	-7	1	4	-2	-2	-5
D1 antagonist	-7	-13	0	4	9	-3	0	-11
Vif-APOBEC3F blk	6%	5%	-1%	4%	0%	5%	-13%	1%
Vif-A3G inh	-1%	u	0%	0%	3%	-10%	2%	0%

25: CC1CCCC(NC(=S)Nc2cccc(S(=O)(=O)N(C)C)c2)C1C (configuration not stated)
26: CCCCNC(=O)N1CCc2ccccc2C1
27: COC(=O)c1[nH]c(C)c(/C(O)=C2\C(=O)C(=O)N(CCN(C)C)C2c2cc(OC)ccc2OC)c1C (configuration not stated)
28: O=C(Cn1cc2c(n1)CCCCC2)NCCCN1CCOCC1
29: Cc1ccc(S(=O)(=O)c2cn(Cc3ccccc3)c3cc(N4CCCC4)c(F)cc3c2=O)c(C)c1
30: CC(C)C(=O)Nc1c(C(=O)N2CCN(c3ncccn3)CC2)oc2ccccc12
31: COc1cc(O)c(NC(C)=O)c2nonc12
32: CCN(CC)CCc1nc(-c2ccccc2)no1

compound no.	25	26	27	28	29	30	31	32
D1 ag	14	0	1	-1	3	0	2	-1
GRP78 ERSR act	-6%	3%	-3%	-3%	-4%	6%	-2%	-1%&-4%
D2 potentiator	-17	4	-4	-4	-1	-3	-8	10
RXFP1 ag	-2.7%	1.9%	4.3%	1.9%	4.5%	1.7%	-2.3%	-0.5%
RXFP1 antag	6	-17	0	6	-19	-1	-10	-11
D1 potentiator	-7	-3	-5	0	1	-8	2	-6
D1 antagonist	-18	-18	-6	-7	3	-34*	8	-22
Vif-APOBEC3F blk	15%	6%	-6%	-16%	-12%	7%	-1%	4%
Vif-A3G inh	3%	-1%	-4%	1%	-1%	-8%	2%	0%

33: CCOc1ccc(NS(=O)(=O)c2c(C)nc3sc(C)c(C)n3c2=O)cc1
34: CC1(C)CC(=O)C(C=NCCN2CCN(C(=O)NC34CC5CC(CC(C5)C3)C4)CC2)=C(O)C1
35: CC(C)(C)OCC(NC(=O)C(CC(N)=O)NC(=O)OC(C)(C)C)C(=O)OC(C)(C)C (configuration not stated)
36: COC(=O)Cc1[nH]n(-c2nc3ccccc3s2)c(=O)c1C(C)=Nc1ccc(OC)cc1
37: CCS(=O)(=O)Nc1cc2c3c(c1)CCC(=O)N3CCC2
38: COc1cc(C(=O)Nc2nnc(C)s2)c([N+](=O)[O-])cc1OC
39: O=C(CSc1nnc(-c2cccs2)n1-c1ccccc1)N1CCCC1
40: CC(C)(C)c1ccc(C(=O)NCCC(=O)Nc2ccc(S(=O)(=O)Nc3nccs3)cc2)cc1

compound no.	33	34	35	36	37	38	39	40
D1 ag	10	0	1	7	5	3	2	3
GRP78 ERSR act	-3%	15%	1%	-12%	0%	-5%	-9%	-2%
D2 potentiator	2	-8	19	30	27	-12	-8	-2
RXFP1 ag	-0.5%	0.3%	0.8%	1.2%	1.7%	0.1%	1.9%	0.6%
RXFP1 antag	u	x	-1	4	2	-3	-2	-11
D1 potentiator	5	-11	16	-1	-7	-1	5	8
D1 antagonist	-3	17	-14	6	11	-9	-4	-1
Vif-APOBEC3F blk	-16%	-7%	3%	1%	1%	2%	3%	-15%
Vif-A3G inh	3%	2%	1%	-2%	0%	2%	-2%	1%

41: c1ccc(-c2cc3n(c2)CCc2ccccc2-3)cc1
42: COc1ccccc1NC(=O)NCCN1CCN(C(=O)Nc2ccccc2OC)CC1
43: O=C(c1ccc(Cl)cc1)[C@@H]1[C@@H]2C(=O)N(c3ccccc3)C(=O)[C@@H]2C2c3ccccc3C=NN21 (some centres not stated)
44: COc1cccc(-c2nc(CS(=O)CC(=O)O)c(C)o2)c1 (configuration not stated)
45: Cc1nn(S(=O)(=O)c2ccc(Cl)cc2)c(C)c1S(=O)(=O)N1CCCCCC1
46: Cc1cc(C)c2c(Cn3ccnc3)cc(=O)oc2c1
47: COc1ccccc1NC(=O)CN(c1ccccc1OC)S(=O)(=O)c1ccccc1
48: c1ccc(-c2cn3nc(-c4ccccc4)c(-c4ccccc4)nc3n2)cc1
49: COc1ccccc1N(C)S(=O)(=O)c1ccc(C(=O)OCC(=O)N(C(C)C)C(C)C)cc1

compound no.	41	42	43	44	45	46	47	48	49
D1 ag	1	1	14	4	1	0	4	73*	5
GRP78 ERSR act	u	-2%	5%	-3%	-2%	-4%	-3%	1%	-3%
D2 potentiator	-4	x	-4	-2	6	-8	-1	11	3
RXFP1 ag	1.0%	2.0%	-1.9%	2.5%	-0.1%	-1.9%	0.8%	0.2%	2.0%
RXFP1 antag	-2	6	-9	x	x	0	-2	-5	-17
D1 potentiator	-5	0	4	x	4	11	-6	-6	4
D1 antagonist	6	1	-16	6	20	-6	11	5	-10
Vif-APOBEC3F blk	-2%	2%	-17%	-4%	-7%	-3%	1%	u	-2%
Vif-A3G inh	3%	0%	-8%	1%	-1%	0%	1%	u	0%
